Source: PubChem BioAssay
IDE act – IDE (human) activation, cell-based; P14735; AID 493087; actives 0.073% (n = 340,000); HEK cells, FAbeta-B cleavage, fluorescence polarization; 0% vehicle, 100% cell-free pure enzyme wells; activation, % at 5.96 µM;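 active means activation above the mean of all tested compounds plus 3 SD, set per screening campaign, cut at about 17% in these data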
IDE cell inh – inhibits human insulin-degrading enzyme in HEK cells; P14735; FAbetaB cleavage, fluorescence polarization; inhibition, % at 5.59 µM; actives 0.41% (n = 320,000);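 active means percent inhibition above the average of all tested compounds plus 3 SD, set per screening campaign, cut at about 16% in these data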;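 further: IDE supplied by intact live HEK cells; FP after avidin binding of uncleaved biotin substrate so inhibition keeps polarization high; 0% = DMSO wells and 100% = 60 µM reference IDE inhibitor Ii1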
CRFR2-BP ag – agonists of human CRF-binding protein/CRF-R2 receptor complex | HEK293 CRF-R2/CRF-BP, calcium dye fluorescence (FLIPR); percent of saturating CRF peptide response | activation, % at 13.2 µM | actives 0.46% (n = 350,000) | AID 588473;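 active means activation of at least 50%, plus an integration ratio under a set limit after plate pattern correction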;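 further: plate controls were neutral control wells without compound for no effect and CRF at EC100 for full effect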
p-CIP stab down – lowers stability of the mouse p/CIP coactivator protein. Q05BA5. F442A p/CIP-EGFP cells, EGFP fluorescence, 16 h. decrease of EGFP signal, % at 10 µM. actives 0.01% (n = 290,000). AID 1984;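 active means EGFP signal decrease of at least 30% at 10 µM or well 3 SD below plate mean, unless failing retest; inactive means the rest, including hits failing retest or dose response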; further: some compounds called inactive have numbers as strong as hits; many of its hits are not listed in these tables
Target sequence (Q05BA5 1-1403): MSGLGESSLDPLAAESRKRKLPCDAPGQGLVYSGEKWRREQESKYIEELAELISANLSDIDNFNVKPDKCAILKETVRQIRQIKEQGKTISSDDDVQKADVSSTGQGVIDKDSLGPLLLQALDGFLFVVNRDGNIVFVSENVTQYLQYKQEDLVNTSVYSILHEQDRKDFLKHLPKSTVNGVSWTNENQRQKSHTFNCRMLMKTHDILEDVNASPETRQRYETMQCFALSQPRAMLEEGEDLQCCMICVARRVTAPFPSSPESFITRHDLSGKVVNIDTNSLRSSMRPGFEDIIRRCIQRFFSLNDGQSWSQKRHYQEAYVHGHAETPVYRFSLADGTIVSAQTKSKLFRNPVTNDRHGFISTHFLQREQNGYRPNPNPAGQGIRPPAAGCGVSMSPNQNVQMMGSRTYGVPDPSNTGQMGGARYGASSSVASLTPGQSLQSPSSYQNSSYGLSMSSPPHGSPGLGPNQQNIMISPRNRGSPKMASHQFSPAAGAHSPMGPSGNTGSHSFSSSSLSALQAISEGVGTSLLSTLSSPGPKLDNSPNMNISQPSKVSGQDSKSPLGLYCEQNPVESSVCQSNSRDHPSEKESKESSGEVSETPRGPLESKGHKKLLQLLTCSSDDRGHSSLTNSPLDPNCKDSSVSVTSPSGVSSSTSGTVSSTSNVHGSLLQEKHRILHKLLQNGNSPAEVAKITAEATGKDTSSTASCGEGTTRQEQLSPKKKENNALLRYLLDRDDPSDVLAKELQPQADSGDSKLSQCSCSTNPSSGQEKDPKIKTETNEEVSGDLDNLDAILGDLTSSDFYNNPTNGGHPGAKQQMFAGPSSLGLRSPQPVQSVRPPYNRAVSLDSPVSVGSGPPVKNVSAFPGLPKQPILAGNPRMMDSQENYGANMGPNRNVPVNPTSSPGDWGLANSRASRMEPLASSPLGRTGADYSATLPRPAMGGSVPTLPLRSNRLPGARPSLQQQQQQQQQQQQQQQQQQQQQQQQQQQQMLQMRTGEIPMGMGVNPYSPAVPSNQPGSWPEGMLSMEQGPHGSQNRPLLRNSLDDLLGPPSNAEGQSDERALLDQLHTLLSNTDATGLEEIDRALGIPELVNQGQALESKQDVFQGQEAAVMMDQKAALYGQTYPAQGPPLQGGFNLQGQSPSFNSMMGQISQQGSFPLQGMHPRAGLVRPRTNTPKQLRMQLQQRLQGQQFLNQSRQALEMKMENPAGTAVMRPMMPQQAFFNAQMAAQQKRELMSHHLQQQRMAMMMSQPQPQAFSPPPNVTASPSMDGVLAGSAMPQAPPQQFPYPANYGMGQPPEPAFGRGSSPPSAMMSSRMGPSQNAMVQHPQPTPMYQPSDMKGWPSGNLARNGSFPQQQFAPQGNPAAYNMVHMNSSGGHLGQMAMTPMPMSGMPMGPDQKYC
PHOSPHO1 block – inhibitors of human PHOSPHO1 phosphatase | Q8TCT1 | recombinant PHOSPHO1, absorbance phosphatase assay | inhibition, % at 13.3 µM | actives 1.1% (n = 290,000) | AID 1565; in the data active means inhibition above about 60%
MEKK3 PB1 HTS – raises or lowers MEK5 binding to the human MEKK3 PB1 domain; Q99759; actives 1.4% (n = 290,000); AID 1529; bead-based flow cytometry, Alexa488-MEK5 binding to MEKK3; actives lie on both sides; 0 = blocked by unlabeled MEK5, 100 = vehicle; binding response (% of control), % at 10 µM;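 active means binding response more than 3 SD above or below the average of its plate-row segment, actives on both sides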;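 further: Alexa488 bead fluorescence after subtracting the streptavidin-only scavenger bead signal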
CRFR2-BP antag – antagonists of CRF-binding protein/CRF-R2 receptor complex. inhibition, % at 11.8 µM. actives 0.59% (n = 350,000). HEK293 CRF-R2/CRF-BP, CRF-induced calcium fluorescence. AID 588475;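 active means inhibition of the ligand-induced calcium signal above about 50% at the single tested concentration, limit read from the data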
GalR3 antagonist – human GalR3 antagonism; O60755; HEK293 GalR3-CNG cAMP membrane potential fluorescence; galR3 body fused to GalR1 C-terminus; inhibition, % at 3 µM; actives 0.44% (n = 360,000); AID 651719;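 active means inhibition above the screen-wide average plus 3 SD, cut at about 13% in these data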;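 further: forskolin and galanin both at EC90 stimulate the cells; cAMP rise reported by CNG channel membrane potential dye signal; 0% = forskolin plus galanin with DMSO and 100% = forskolin alone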
CHRM4 PAM – CHRM4 positive allosteric modulation; P08173; CHO-K1 hM4/Gqi5, Fluo-8 calcium fluorescence, ACh EC20; 0% = ACh EC20, 100% = maximal ACh; activation, % at 3 µM; actives 0.4% (n = 360,000); AID 624126;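 active means activation above its plate's cutoff, the mean activation of sample wells plus 3 SD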; further: some results filed as inactive read as strong as hits
Active calls of the source: *; . = no result given.

Values in the order – GalR3 antagonist, CRFR2-BP ag, CHRM4 PAM, IDE act, IDE cell inh, PHOSPHO1 block, p-CIP stab down, CRFR2-BP antag, MEKK3 PB1 HTS
(1) CCN(C(=O)COC(=O)c1cc(-c2ccc(C)o2)nc2ccccc12)C1CCS(=O)(=O)C1 (stereo unspecified)
    2, -5.4, -5, -4, 2, 0, 6, 7, 105
(2) O=C(NC(=S)Nc1cccc2ncccc12)c1cccs1
    -11, -1.0, 1, -5, 8, -12, -7, -10, 102
(3) O=[N+]([O-])c1cc(Oc2cccnc2)cc([N+](=O)[O-])c1
    -3, -0.5, -1, 0, 3, -1, -13, 1, 103
(4) Cc1snc(SCC(=O)c2ccc(F)cc2)c1C#N
    -4, -1.7, -2, -3, 1, -90, 9, 4, 103
(5) CCOC(=O)N1CCN(C(=O)CSCC(=O)Nc2nc(-c3ccc4c(c3)OCO4)cs2)CC1
    ., -1.5, -10, 1, 4, 18, 0, 7, 102
(6) COC(=O)C1=C(C(=O)OC)[C@@H]2N(C)c3ccc(OC)cc3[C@@]23C[C@@H](C(=O)OC)N(C(=O)c2cccs2)C3=N1
    ., -0.2, 5, 6, -1, -24, -14, 7, 98
(7) Cc1oc(-c2ccccc2)cc1C(=O)Nc1ccccc1
    -6, 4.1, -11, -1, 4, -24, 8, -13, 113
(8) O=C(O)CCC(=O)Nc1ccc(Cc2ccc(NC(=O)CCC(=O)O)cc2)cc1
    -3, 2.2, 5, 1, 4, 6, 0, -10, 104
(9) CCOCCCNC(=O)C1(O)c2cc(Br)ccc2NC(=O)N1c1ccc(OCC)cc1 (stereo unspecified)
    -9, -0.9, 1, 6, 3, 37, 7, 2, 107
(10) CN1C2=CC=CC=CC2=[N+](C)C12C([N+](=O)[O-])=CC(=[N+]([O-])[O-])C=C2[N+](=O)[O-] (stereo unspecified)
    -4, -1.5, 0, ., -1, -1, -19, 19, 96
(11) CC(=O)NCCc1nc2ccccc2[nH]1
    -2, 0.1, 0, 1, 5, -3, -10, 0, 106
(12) CCC1(CC)NC(=O)N(CC(=O)OCC(=O)c2cc(C)c(C)cc2C)C1=O
    -3, 0.4, 7, 1, ., ., ., 1, .
(13) CCCNc1nc(OCC(F)(F)F)nc(OCC(F)(F)F)n1
    -9, 0.3, 12, 1, 0, 1, -2, -7, 93
(14) CC(C)C(=O)NC(=S)Nc1ccc(S(=O)(=O)Nc2nccs2)cc1
    -1, -1.1, 2, 4, -2, 19, 2, 11, 101
(15) O=C(/C=C/c1ccc(OCc2c(F)cccc2Cl)cc1)N1CCOCC1
    -1, 0.3, -15, -10, 21*, 2, -4, -18, 75

15 entries from above, with values ahead of the structure:
nr	GalR3 antagonist	CRFR2-BP ag	CHRM4 PAM	IDE act	IDE cell inh	PHOSPHO1 block	p-CIP stab down	CRFR2-BP antag	MEKK3 PB1 HTS	structure
1	2	-5.4	-5	-4	2	0	6	7	105	CCN(C(=O)COC(=O)c1cc(-c2ccc(C)o2)nc2ccccc12)C1CCS(=O)(=O)C1 (stereo unspecified)
2	-11	-1.0	1	-5	8	-12	-7	-10	102	O=C(NC(=S)Nc1cccc2ncccc12)c1cccs1
3	-3	-0.5	-1	0	3	-1	-13	1	103	O=[N+]([O-])c1cc(Oc2cccnc2)cc([N+](=O)[O-])c1
4	-4	-1.7	-2	-3	1	-90	9	4	103	Cc1snc(SCC(=O)c2ccc(F)cc2)c1C#N
5	.	-1.5	-10	1	4	18	0	7	102	CCOC(=O)N1CCN(C(=O)CSCC(=O)Nc2nc(-c3ccc4c(c3)OCO4)cs2)CC1
6	.	-0.2	5	6	-1	-24	-14	7	98	COC(=O)C1=C(C(=O)OC)[C@@H]2N(C)c3ccc(OC)cc3[C@@]23C[C@@H](C(=O)OC)N(C(=O)c2cccs2)C3=N1
7	-6	4.1	-11	-1	4	-24	8	-13	113	Cc1oc(-c2ccccc2)cc1C(=O)Nc1ccccc1
8	-3	2.2	5	1	4	6	0	-10	104	O=C(O)CCC(=O)Nc1ccc(Cc2ccc(NC(=O)CCC(=O)O)cc2)cc1
9	-9	-0.9	1	6	3	37	7	2	107	CCOCCCNC(=O)C1(O)c2cc(Br)ccc2NC(=O)N1c1ccc(OCC)cc1 (stereo unspecified)
10	-4	-1.5	0	.	-1	-1	-19	19	96	CN1C2=CC=CC=CC2=[N+](C)C12C([N+](=O)[O-])=CC(=[N+]([O-])[O-])C=C2[N+](=O)[O-] (stereo unspecified)
11	-2	0.1	0	1	5	-3	-10	0	106	CC(=O)NCCc1nc2ccccc2[nH]1
12	-3	0.4	7	1	.	.	.	1	.	CCC1(CC)NC(=O)N(CC(=O)OCC(=O)c2cc(C)c(C)cc2C)C1=O
13	-9	0.3	12	1	0	1	-2	-7	93	CCCNc1nc(OCC(F)(F)F)nc(OCC(F)(F)F)n1
14	-1	-1.1	2	4	-2	19	2	11	101	CC(C)C(=O)NC(=S)Nc1ccc(S(=O)(=O)Nc2nccs2)cc1
15	-1	0.3	-15	-10	21*	2	-4	-18	75	O=C(/C=C/c1ccc(OCc2c(F)cccc2Cl)cc1)N1CCOCC1

Later entries
Values in the order – GalR3 antagonist, CRFR2-BP ag, CHRM4 PAM, IDE act, IDE cell inh, PHOSPHO1 block, p-CIP stab down, CRFR2-BP antag, MEKK3 PB1 HTS
(16) O=C(Cc1cccs1)NCc1ccccc1
    -5, -0.1, 0, 4, -1, -7, 0, 5, 103
(17) O=C(Nc1ccc(SC(F)F)cc1)C1CC(=O)N(Cc2ccccc2)C1 (stereo unspecified)
    0, -7.2, 4, 11, 0, 33, -4, 15, 98
(18) COc1cc(CNCCN2CCOCC2)ccc1OCc1ccc(Cl)cc1Cl
    -9, 0.6, -2, 4, -8, 10, 0, -3, 104
(19) c1ccc2oc(C3=NNC(=NC4CC4)SC3)cc2c1
    -2, -0.4, 0, 3, 3, -7, -6, -14, 98
(20) Cc1cccc(NC(=O)N2CCCc3ccccc32)c1C
    0, -0.6, -1, -3, ., 6, -10, 18, 103
(21) CCOc1ccc(C(C)=O)cc1CSc1nnc(-c2ccoc2C)n1N
    -2, 0.3, -8, 3, 7, 75*, -14, -7, 99
(22) OCCC1CN(Cc2cccn2-c2nccs2)CCN1Cc1ccccc1 (stereo unspecified)
    -3, 1.0, -9, -1, -1, 28, -16, -5, 94
(23) O=C1NC[C@H](Cc2ccccc2)N(CC2CCN(CCc3ccccc3)CC2)C1=O
    -6, -1.4, -1, 2, ., ., ., -5, .
(24) Cc1ccc(C(=O)Cn2c(=N)n(CCN3CCOCC3)c3ccccc32)cc1
    -1, -1.7, 3, -2, 1, ., ., 9, .
(25) O=C(Nc1ccc2[nH]ncc2c1)c1cccc(F)c1
    -2, 0.3, -7, 4, 3, 44, -5, 4, 101
(26) Brc1ccc(-c2nc(-c3ccncc3)no2)cc1
    3, 1.9, 0, 2, 0, 20, 3, 5, 105
(27) O=C1c2cccc3cccc(c23)C(=O)N1CCN1CCN(CC(O)COCc2ccc(Cl)cc2)CC1 (stereo unspecified)
    -5, -4.5, -19, 4, -1, -2, -10, -26, 100
(28) COCCCn1c(C(=O)N2CCOCC2)cc2c(=O)n3ccccc3nc21
    -4, 1.4, 1, 3, -4, 23, -4, -2, 100
(29) C[C@@]12C(=O)N(Cc3ccc(F)cc3)CC(=O)N1[C@H]1c3cc(Cl)ccc3OC[C@@H]1[C@@H]2c1ccccc1
    -1, 5.4, -1, 6, 6, ., ., -17, .
(30) Cc1onc(-c2ccccc2)c1C(=O)NCCc1ccc(S(N)(=O)=O)cc1
    -3, -0.1, 15, 3, 4, 12, 6, 13, 105

Pulled by compound from the list above, 2 records:
Values in the order – GalR3 antagonist, CRFR2-BP ag, CHRM4 PAM, IDE act, IDE cell inh, PHOSPHO1 block, p-CIP stab down, CRFR2-BP antag, MEKK3 PB1 HTS
(29) C[C@@]12C(=O)N(Cc3ccc(F)cc3)CC(=O)N1[C@H]1c3cc(Cl)ccc3OC[C@@H]1[C@@H]2c1ccccc1
    -1, 5.4, -1, 6, 6, ., ., -17, .
(21) CCOc1ccc(C(C)=O)cc1CSc1nnc(-c2ccoc2C)n1N
    -2, 0.3, -8, 3, 7, 75*, -14, -7, 99
